Bioassay records deposited in PubChem BioAssay by several laboratories.
Mcl1-Bid inh – Mcl-1/Bid binding inhibitors, primary screen, biochemical, TR-FRET, 1536-well; TR-FRET Mcl-1/Bid-Dy647 peptide binding; actives 0.97% (n = 220,000); Induced myeloid leukemia cell differentiation protein Mcl-1 (Homo sapiens), Q07820; inhibition, % at 21.7 µM;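 active = compounds that cut the binding signal by more than half at the single screening dose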;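 note: His-tagged Mcl-1 with europium anti-His antibody binding Bid BH3 peptide; 0% = Mcl-1 plus peptide wells and 100% = peptide-only wells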
Target sequence (Q07820 whole entry, looked up): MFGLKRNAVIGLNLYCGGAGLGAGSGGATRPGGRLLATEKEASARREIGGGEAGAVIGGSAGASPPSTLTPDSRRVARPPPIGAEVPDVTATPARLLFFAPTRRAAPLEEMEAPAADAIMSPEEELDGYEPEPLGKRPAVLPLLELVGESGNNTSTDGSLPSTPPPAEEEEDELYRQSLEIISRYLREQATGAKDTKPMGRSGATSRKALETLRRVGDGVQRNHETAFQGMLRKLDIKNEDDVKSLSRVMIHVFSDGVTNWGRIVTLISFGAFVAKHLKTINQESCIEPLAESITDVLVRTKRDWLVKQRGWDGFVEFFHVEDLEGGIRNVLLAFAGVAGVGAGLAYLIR
Mcl1-Noxa inh – Mcl-1/Noxa binding inhibitors, primary screen, biochemical, TR-FRET, 1536-well; Induced myeloid leukemia cell differentiation protein Mcl-1 (Homo sapiens), Q07820; TR-FRET Mcl-1/Noxa peptide binding, 2 h; inhibition, % at 21.7 µM; actives 1.5% (n = 220,000);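 active = compounds that cut the protein-peptide binding signal by more than 50% relative to plate controls in a single-dose test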;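 note: His-tagged Mcl-1 with rhodamine Noxa BH3 peptide and terbium anti-His antibody; 0% = Mcl-1 plus Noxa peptide wells and 100% = peptide-only wells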
HRas wt GTP – modulators of GTP binding to HRas wildtype, primary screen, biochemical, bead-based flow cytometry, multiplex | GTPase HRas (Homo sapiens), P01112 | GST-Ras wt beads, Bodipy-FL-GTP binding; actives lie on both sides | GTP binding activity, % at 10 µM | actives 0.14% (n = 190,000) | AID 759, 2007;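 active = GTP binding activity at least 20% away from the 100% baseline, either lowered as inhibitor or raised as activator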;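 note: 0% = unlabeled GTP competition control and 100% = no-compound control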
Target sequence (P01112 whole entry, looked up): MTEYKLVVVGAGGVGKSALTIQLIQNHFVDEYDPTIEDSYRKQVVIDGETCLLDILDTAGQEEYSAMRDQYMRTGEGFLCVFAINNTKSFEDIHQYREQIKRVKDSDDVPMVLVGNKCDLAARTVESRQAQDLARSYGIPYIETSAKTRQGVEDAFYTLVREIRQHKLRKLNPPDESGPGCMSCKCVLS
Cdc42 wt – modulators of GTP binding to wildtype Cdc42, primary screen, biochemical, multiplex bead flow cytometry, Bodipy-GTP. AID 761, 2007. Cell division control protein 42 homolog (Homo sapiens), P60953. GST-Cdc42 beads; actives lie on both sides. percent activity (GTP binding), % at 10 µM. actives 0.2% (n = 190,000);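 active = percent activity GTP binding at least 20 points away from the 100% baseline, either down as inhibitor or up as activator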;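 note: median bead fluorescence of bound Bodipy-FL-GTP at 100 nM; 0% = excess unlabeled GTP control and 100% = no compound control; below 100% means less GTP binding so inhibitor and above means activator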
Target sequence (P60953 whole entry, looked up): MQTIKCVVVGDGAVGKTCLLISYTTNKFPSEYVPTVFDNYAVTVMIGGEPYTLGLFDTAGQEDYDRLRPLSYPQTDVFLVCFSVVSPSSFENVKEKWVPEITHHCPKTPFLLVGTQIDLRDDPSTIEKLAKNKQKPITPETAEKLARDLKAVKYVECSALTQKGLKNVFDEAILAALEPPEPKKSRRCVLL
Rab2A wt mod – modulators of GTP binding to Rab2A wildtype, primary screen, biochemical, dog, bead-based flow cytometry, multiplex; AID 760, 2007; GST-Rab2 wt beads, Bodipy-GTP binding; GTP binding activity, % at 10 µM; Ras-related protein Rab-2A (Canis lupus familiaris), P61105; actives 0.19% (n = 190,000);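 active = GTP binding activity at least 20 points away from 100%, either lowered or raised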;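 note: 0% = beads with excess unlabeled GTP and 100% = no-compound control corrected for plate trend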
Avidin fluor – green autofluorescence of compounds with avidin beads – biophysical, 488/530 nm, flow cytometry, artefact control, profiling panel; compound fluorescence 488/530 nm; active compounds read high; fluorescence (KMESF) at 10 µM; actives 0.38% (n = 220,000); AID 1775, 2009; in the data active = fluorescence above about 47; note: inactives centre near 10
Rac1 wt modul – wildtype Rac1 GTP binding modulators, primary screen, biochemical, GST-Rac1 beads, flow cytometry, multiplex; GTP binding activity (% of control), % at 10 µM; actives 0.27% (n = 190,000); AID 757, 2007; fluorescent GTP binding; actives lie on both sides; 0 = cold GTP competed, 100 = untreated; Ras-related C3 botulinum toxin substrate 1 (Homo sapiens), P63000;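 active = GTP binding activity at least 20 points away from the 100% control level, either lower or higher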
Rab7 wt modul – modulators of GTP binding to Rab7, primary screen, biochemical, wildtype, multiplex bead flow cytometry; actives 0.055% (n = 190,000); GTP binding activity (percent of control), % at 10 µM; GST-Rab7 beads, fluorescent GTP binding; actives lie on both sides; untreated = 100%, excess cold GTP = 0%; AID 758, 2007;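 active = fluorescent GTP binding to Rab7 beads changed by at least 20 points from the 100% baseline, either direction, mostly lower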;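 note: median green fluorescence of bound Bodipy-FL-GTP per Rab7 bead population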
Rac1 mut GTP – GTP binding modulators of activated mutant Rac1, primary screen, biochemical, bead-based flow cytometry, multiplex, fluorescent GTP; GST-Rac1 activated beads; actives lie on both sides; 100% means binding = to untreated wells; actives 0.11% (n = 190,000); AID 764, 2007; percent activity (GTP binding), % at 10 µM; Ras-related C3 botulinum toxin substrate 1 (Homo sapiens), P63000;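 active = GTP binding at least 20 percentage points away from the 100% baseline, in either direction, so actives lie on both sides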
Bim-Mcl-1 – inhibitors of Bim peptide binding to Mcl-1, primary screen, biochemical, bead-based flow cytometry, multiplex. Induced myeloid leukemia cell differentiation protein Mcl-1 (Homo sapiens), Q07820. Bim peptide-Mcl-1 binding. inhibition, % at 10 µM. actives 0.1% (n = 190,000); in the data active = inhibition above about 40%;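 note: 0% = no compound tracer wells and 100% = peptide blocker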
Pf gamet viab – late stage P. falciparum gametocyte viability inhibitors, primary screen, ATP luminescence, HTS | actives 0.065% (n = 150,000) | P. falciparum stage V gametocytes, 24 h | inhibition, % at 10.9 µM;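 active = inhibition above the mean plus 3 SD of compounds within the control limits, set per campaign, cut at about 38% in these data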;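 note: 0% = DMSO wells and 100% = medium only without gametocytes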
Starred values were filed as active, the others as inactive; / = no result given.

Results follow in this order: Mcl1-Bid inh | Mcl1-Noxa inh | HRas wt GTP | Cdc42 wt | Rab2A wt mod | Avidin fluor | Rac1 wt modul | Rab7 wt modul | Rac1 mut GTP | Bim-Mcl-1 | Pf gamet viab
Cc1cccc(C)c1NC(=O)CCCN1CC(C)OC(C)C1 (centres undefined)
 : -17 | -5 | 102 | 106 | 100 | 8 | 104 | 100 | 102 | 2 | 18
CCOC(=O)c1cnc(SCC(=O)N2CCC(C(N)=O)CC2)nc1N
 : -46 | 6 | 96 | 98 | 97 | 12 | 93 | 103 | 91 | -6 | -17
COc1ccc(NC(=O)NN(C(=O)c2ccccc2)C(C)(C)C)cc1
 : -16 | 11 | 100 | 100 | 99 | 14 | 102 | 97 | 100 | -2 | /
CC(=O)Nc1ccc(C2=NN(Cc3nnc(-c4ccccc4)o3)C(=O)SC2)cc1
 : -37 | 24 | 102 | 101 | 100 | 4 | 100 | 103 | 100 | 1 | 6
CC(=O)Nc1ccc(S(=O)(=O)NCC(=O)OCC(=O)N2CCCc3ccccc32)cc1
 : -15 | -7 | 99 | 102 | 99 | 9 | 101 | 96 | 100 | 0 | /
O=C(c1cccc(C(F)(F)F)c1)N(c1ccccn1)C1CCCCC1
 : 2 | -18 | 98 | 99 | 98 | 7 | 101 | 99 | 97 | -2 | 11
COc1ccccc1NS(=O)(=O)c1ccc(NC(=O)CCNC(=O)c2ccco2)cc1
 : -56 | 11 | 100 | 100 | 99 | 9 | 103 | 101 | 100 | -5 | -22
COc1nc(OC)nc(Oc2ccc([N+](=O)[O-])cc2Cl)n1
 : 3 | 11 | 100 | 102 | 100 | 4 | 104 | 98 | 99 | -5 | -2
COc1ccc(NC(=O)C2C3CCC4C(CCC32)C4(Cl)Cl)cc1 (centres undefined)
 : -15 | 2 | 100 | 102 | 98 | 2 | 103 | 99 | 101 | -1 | /
CN1OC(c2ccccc2)=C(CO)C1c1ccccc1 (centres undefined)
 : -31 | 3 | 104 | 104 | 100 | 1 | 106 | 104 | 101 | -5 | -3
O=C(CCc1nnc(Cc2ccc(-c3ccccc3)cc2)o1)N1CCCC1
 : 5 | 9 | 97 | 98 | 94 | 3 | 99 | 97 | 93 | -4 | 0
O=C1COc2ccc(C(=O)COC(=O)c3ccc4ccccc4n3)cc2N1
 : 18 | -28 | 101 | 97 | 102 | 6 | 101 | 103 | 98 | -4 | /
Cc1cccc(C)c1NC(=O)C(NS(=O)(=O)c1cccs1)c1ccccc1 (centres undefined)
 : -24 | -9 | 102 | 103 | 101 | 12 | 106 | 102 | 100 | -2 | 9
COC(=O)C1=C(C)NC=C([N+](=O)[O-])C1c1ccc(OC)cc1 (centres undefined)
 : -39 | 9 | 102 | 100 | 99 | 3 | 104 | 96 | 102 | -2 | -24
COc1ccc(-c2cn3cccnc3n2)cc1NS(=O)(=O)c1ccccc1
 : -51 | 17 | 95 | 93 | 92 | 7 | 95 | 100 | 98 | -27 | -14
CCOC(=O)C1C(=O)C(C(C)=O)C(=O)CC1CC(C)SCC (centres undefined)
 : -22 | 5 | 98 | 97 | 94 | 8 | 98 | 95 | 96 | 0 | 16
CCCCn1c2nc3ccccc3nc2c2c(=O)n(-c3ccccc3)cnc21
 : 8 | 6 | 98 | 100 | 98 | 6 | 103 | 98 | 98 | -6 | /
CNC(=O)CSc1nc(-c2ccccc2)c(-c2ccccc2)[nH]1
 : -25 | -2 | 96 | 96 | 95 | 16 | 96 | 99 | 98 | -1 | -8
Cc1nn(C)c(C)c1S(=O)(=O)N1CCC(C(=O)NC(C)c2ccccc2)CC1 (centres undefined)
 : 4 | 0 | 102 | 104 | 99 | 26 | 103 | 105 | 97 | -5 | /
O=C(c1cnn2c(C(F)F)cc(-c3ccccc3)nc12)N1CCc2ccccc2C1
 : -9 | 7 | 100 | 98 | 105 | 9 | 99 | 105 | 98 | 0 | -7
CCN(CC)c1ccc(C(=O)c2cnc(/N=C/N(C)C)s2)cc1
 : 4 | -10 | 92 | 97 | 95 | 24 | 95 | 93 | 96 | 1 | 21

Filtered by structure: the entries above containing four or more nitrogen atoms.
Results follow in this order: Mcl1-Bid inh | Mcl1-Noxa inh | HRas wt GTP | Cdc42 wt | Rab2A wt mod | Avidin fluor | Rac1 wt modul | Rab7 wt modul | Rac1 mut GTP | Bim-Mcl-1 | Pf gamet viab
CCOC(=O)c1cnc(SCC(=O)N2CCC(C(N)=O)CC2)nc1N
 : -46 | 6 | 96 | 98 | 97 | 12 | 93 | 103 | 91 | -6 | -17
CC(=O)Nc1ccc(C2=NN(Cc3nnc(-c4ccccc4)o3)C(=O)SC2)cc1
 : -37 | 24 | 102 | 101 | 100 | 4 | 100 | 103 | 100 | 1 | 6
COc1nc(OC)nc(Oc2ccc([N+](=O)[O-])cc2Cl)n1
 : 3 | 11 | 100 | 102 | 100 | 4 | 104 | 98 | 99 | -5 | -2
COc1ccc(-c2cn3cccnc3n2)cc1NS(=O)(=O)c1ccccc1
 : -51 | 17 | 95 | 93 | 92 | 7 | 95 | 100 | 98 | -27 | -14
CCCCn1c2nc3ccccc3nc2c2c(=O)n(-c3ccccc3)cnc21
 : 8 | 6 | 98 | 100 | 98 | 6 | 103 | 98 | 98 | -6 | /
Cc1nn(C)c(C)c1S(=O)(=O)N1CCC(C(=O)NC(C)c2ccccc2)CC1 (centres undefined)
 : 4 | 0 | 102 | 104 | 99 | 26 | 103 | 105 | 97 | -5 | /
O=C(c1cnn2c(C(F)F)cc(-c3ccccc3)nc12)N1CCc2ccccc2C1
 : -9 | 7 | 100 | 98 | 105 | 9 | 99 | 105 | 98 | 0 | -7
CCN(CC)c1ccc(C(=O)c2cnc(/N=C/N(C)C)s2)cc1
 : 4 | -10 | 92 | 97 | 95 | 24 | 95 | 93 | 96 | 1 | 21
